# hERG protect: compounds protecting human hERG from proarrhythmic drug block; Q12809; CHO-hERG, FluxOR thallium flux, dofetilide IC70 present; activation (rescue from dofetilide block), less the hit threshold, % at 10 µM; actives 0.51% (n = 310,000);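 active means activation above the mean of controls blocked by dofetilide plus 5 SD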;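 further: thallium influx through hERG after potassium depolarization seen as dye fluorescence rise; in these data hits start at about 4.7%; inactives centre near -7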
# Target sequence (Q12809 whole entry, looked up): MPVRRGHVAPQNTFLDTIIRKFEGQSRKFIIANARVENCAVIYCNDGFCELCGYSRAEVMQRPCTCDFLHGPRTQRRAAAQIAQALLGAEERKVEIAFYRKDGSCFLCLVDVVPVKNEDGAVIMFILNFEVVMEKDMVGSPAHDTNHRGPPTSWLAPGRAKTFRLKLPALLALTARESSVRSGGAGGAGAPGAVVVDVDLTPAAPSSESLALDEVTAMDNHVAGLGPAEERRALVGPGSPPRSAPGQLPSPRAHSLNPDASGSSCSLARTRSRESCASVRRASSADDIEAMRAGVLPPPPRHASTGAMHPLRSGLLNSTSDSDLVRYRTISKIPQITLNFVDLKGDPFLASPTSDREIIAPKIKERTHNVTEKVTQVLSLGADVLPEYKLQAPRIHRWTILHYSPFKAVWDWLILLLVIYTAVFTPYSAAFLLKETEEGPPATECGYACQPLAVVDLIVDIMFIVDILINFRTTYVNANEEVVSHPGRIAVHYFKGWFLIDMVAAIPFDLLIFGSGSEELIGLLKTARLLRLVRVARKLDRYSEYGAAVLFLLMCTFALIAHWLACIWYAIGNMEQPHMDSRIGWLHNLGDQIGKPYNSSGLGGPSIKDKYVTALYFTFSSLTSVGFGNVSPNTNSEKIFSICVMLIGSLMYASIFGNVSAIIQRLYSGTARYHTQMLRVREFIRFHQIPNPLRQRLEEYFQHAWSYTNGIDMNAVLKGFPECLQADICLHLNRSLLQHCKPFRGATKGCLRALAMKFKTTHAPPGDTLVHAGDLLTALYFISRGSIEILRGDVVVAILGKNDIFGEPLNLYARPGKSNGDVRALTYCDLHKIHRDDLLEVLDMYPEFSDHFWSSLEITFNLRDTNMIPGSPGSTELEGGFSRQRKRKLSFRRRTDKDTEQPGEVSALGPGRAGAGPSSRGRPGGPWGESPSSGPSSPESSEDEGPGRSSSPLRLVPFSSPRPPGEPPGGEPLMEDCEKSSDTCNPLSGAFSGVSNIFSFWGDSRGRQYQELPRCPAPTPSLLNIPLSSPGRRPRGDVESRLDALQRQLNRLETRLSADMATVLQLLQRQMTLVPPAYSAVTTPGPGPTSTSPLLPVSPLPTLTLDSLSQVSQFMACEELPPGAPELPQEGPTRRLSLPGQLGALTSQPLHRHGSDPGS
# KCNQ1 act: potentiators or activators of human KCNQ1 potassium channel | P51787 | CHO-K1 KCNQ1, thallium flux FluxOR fluorescence; hits give high values | B-score at 10 µM | actives 0.35% (n = 310,000);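 active means fluorescence ratio B-score, a plate-corrected score, at least three library SD, with initial intensity B-score within 5 SD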
#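 Test system: CHO-K1 cells stably expressing KCNQ1 / Medium: assay buffer / Also added: depolarizing K+/Tl+ stimulus, K2SO4 and Tl2SO4 each 12.5 mM in 5x stock / Incubation: 90 min dye loading and 20 min compound exposure, both at room temperature / Signal: thallium influx via FluxOR fluorescence, kinetic imaging / Evaluation: B score of baseline-normalized fluorescence ratio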
# KCNQ1 block: human KCNQ1 channel inhibition; CHO-K1 KCNQ1, FluxOR thallium flux fluorescence; hits give high values; P51787; B-score at 10 µM; AID 2642; actives 1.3% (n = 310,000);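 active means compounds whose thallium flux B-score, printed positive for inhibition, exceeds three library SD while starting fluorescence stays within three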;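 further: channel opened by potassium depolarization with thallium stimulus after 20 min compound exposure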
# KCNK3 inh: human KCNK3 channel inhibition, primary screen; AID 602410; B-score at 10 µM; O14649; CHO-KCNK3 thallium flux, FluxOR fluorescence; hits give low values; actives 0.84% (n = 340,000);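 active means B-score under library mean minus 4 SD, starting fluorescence ratio at most library mean plus 5 SD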;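 further: more negative B-score means stronger inhibition of thallium flux through KCNK3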
# GSK3B inh: inhibitors of human GSK3beta kinase; activity score (negative = inhibition), % at 10 µM; actives 0.038% (n = 300,000); P49841; GST-GSK3beta kinase, ADP-Glo luminescence, 60 min; hits give low values;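 active means more than half of replicate wells score below -50%, meaning over 50% inhibition versus plate controls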;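 further: 0% = median DMSO wells and -100% = median GW8510 positive control wells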
#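 Test system: GST-fused GSK3beta enzyme, cell-free | Quantity: 1.6 ng GST-GSK3beta enzyme per well | Reagent: 25 µM ATP with peptide substrate | Schedule: 60 min enzyme reaction, room temperature | Signal: Luminescent ADP-Glo measurement of ADP formed | Read-out basis: Score relative to plate controls | Control set: DMSO and 20 µM GW8510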
# KCNK9 block: blocks the human KCNK9 two-pore domain potassium channel. AID 488922. B-score at 10 µM. HEK293 KCNK9, FluxOR thallium flux fluorescence; hits give low values. actives 1.2% (n = 310,000);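 active means ratio B-score over 3 SD below the library mean, with starting fluorescence within 5 SD of its mean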;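 further: negative B-score means less thallium flux so channel inhibition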
# GSK3 alpha inh: blocks human GSK-3 alpha kinase. ADP-Glo luminescence, 60 min. inhibition, % at 10 µM. actives 0.1% (n = 320,000). AID 2650. P49840;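 in the data active means inhibition above about 50%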;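 further: GST-tagged GSK-3 alpha with peptide substrate and 25 µM ATP; 0% = DMSO neutral wells and 100% = GW8510 positive control wells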
# DYRK1A inh: Dyrk1A (rat) kinase inhibition; Q63470; ADP-Glo luminescence, NFATc1 peptide; inhibition, % at 12.5 µM; AID 504441; actives 0.43% (n = 310,000); in the data active means inhibition above about 50%;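 further: plate controls were vehicle with enzyme for no effect and no enzyme for full effect; many of its hits are not listed in these tables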
# RGS4 block: inhibitors of human RGS4; P49798; HEK293 M3R/RGS4 inducible, Fluo-4 calcium flux; hits give high values; triggered by carbachol at its EC20; B-score at 10 µM; actives 0.45% (n = 310,000); AID 463165;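 active means B-score, a plate-corrected calcium signal, over three deviations above library mean, with baseline fluorescence within five deviations of library mean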;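 further: RGS4 expression induced by doxycycline in cells with stable M3 receptor; B-score is computed from the integrated fluorescence ratio over baseline after carbachol; higher B-score means a larger calcium signal and so more RGS4 inhibition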
# RGS4 act: potentiators or activators of RGS4; B-score at 10 µM; actives 0.92% (n = 310,000); HEK293 M3R/inducible RGS4, carbachol calcium flux Fluo4; hits give low values;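 active means B-score of the integrated calcium signal more than 4 SD below the library mean, with starting fluorescence not abnormally high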;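 further: negative B-score means reduced calcium response which marks RGS4 activation or potentiation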
#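 System: HEK293 FlpIn-TREx cells, stable M3R, doxycycline-inducible RGS4. Timing: overnight RGS4 induction, 30 min dye load 37 °C, 20 min compound RT. Also added: carbachol, ECmax concentration. Measured by: Fluo4 fluorescence kinetic imaging of calcium. Evaluation: integrated calcium ratio converted to B score.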
# PolyA inh: yeast polyadenylation inhibition; S. cerevisiae SKY197-pL101 polyadenylation reporter, beta-gal luminescence; efflux-impaired pdr1/pdr3 knockout yeast; score 100 = 6 SD above DMSO; AID 1875; calls only at 12 µM; actives 0.02% (n = 300,000);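 active means lowest replicate activity score at least 50, where 100 means six control SD above control mean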;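 further: yeast exposed to compound for 9 h at 30 °C; higher score means more reporter readthrough which indicates perturbed polyadenylation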
# * hit, by the source's call; i = inactive; . = not tested or not shown.
mol,hERG protect,KCNQ1 act,KCNQ1 block,KCNK3 inh,GSK3B inh,KCNK9 block,GSK3 alpha inh,DYRK1A inh,RGS4 block,RGS4 act,PolyA inh
Cc1cc(S(=O)(=O)N2CCOCC2)ccc1OCC(=O)N1CCCCC1,-2,i,i,i,3,i,1,-7,i,i,i
O=C(NC(=S)Nc1ccc(N2CCOCC2)cc1)c1cccs1,0,i,i,i,0,i,1,-4,i,i,i
c1cc2c(cc1OCCNC1CCCC1)CCC2,-9,i,i,.,-1,i,1,.,i,i,i
CCSc1nc2ccc(N3C(=O)C4C5C=CC(C5)C4C3=O)cc2s1 (configuration not stated),-11,i,i,i,3,i,-3,-6,i,i,i
O=c1[nH]c2cc3c(cc2cc1C(c1nnnn1CC1CCCO1)N1CCCC1)OCO3 (configuration not stated),-8,i,i,i,-1,i,0,-5,i,i,.
NC(=O)Nc1ccc(Oc2c(F)c(F)c(F)c(F)c2F)cc1,-10,i,i,i,0,i,1,11,i,i,i
COc1ccccc1C(=O)NC(CCSC)C(=O)NNC(=O)c1ccc(F)cc1 (configuration not stated),-9,i,i,i,-7,i,-1,3,i,i,i
CCn1cc(CN2CCC(C(=O)Nc3cccc(-c4cccc(OC)c4)c3)CC2)c(C)n1,-10,i,i,i,-4,i,-3,-3,i,i,i
CCOC(=O)Cc1csc(NC(=O)Nc2cccc(OC)c2)n1,-7,i,i,i,2,i,-1,1,i,i,i
c1ccc(-c2nnc(-c3c[nH]c4ccccc34)nc2-c2ccccc2)cc1,-8,i,i,i,3,i,-1,-2,i,i,i
COC(=O)C1(Cc2cc(-c3ccc(OC)cc3OC)no2)CCN(C(=O)OC(C)(C)C)CC1,-1,i,i,i,-3,i,-1,-6,i,i,i
COc1ccc(CCNC(=O)CCc2ccc(S(=O)(=O)NCC(C)C)cc2)cc1,-13,i,i,i,0,i,.,-2,i,i,i
Cc1ccccc1CSCCNC(=O)CCSc1ccccc1,-20,i,i,i,3,i,-1,-6,i,i,i
CN1C(=O)CC(NNC(=O)c2ccccc2)C1=O (configuration not stated),-5,i,i,i,-2,i,0,-2,i,i,i
COCCCn1c(=O)c2sccc2n2c(CCCC(=O)NCc3ccccc3)nnc12,-8,i,i,i,0,i,0,0,i,i,.

# Going on with the list.
mol,hERG protect,KCNQ1 act,KCNQ1 block,KCNK3 inh,GSK3B inh,KCNK9 block,GSK3 alpha inh,DYRK1A inh,RGS4 block,RGS4 act,PolyA inh
N#C/C(=C\c1ccc(N2CCCCC2)o1)C(N)=O,-20,i,i,i,-1,i,7,7,i,i,i
CCN(CC)Cc1c(O)ccc2occ(C(=O)c3ccc(OC)cc3)c12,-10,i,i,i,1,i,2,2,i,i,i
O=C(c1n[nH]c2ccccc12)N1CCN(S(=O)(=O)c2ccc3ccccc3c2)CC1,-15,i,i,i,8,i,-2,2,i,i,i
COc1ccc(CN2CC(C(=O)NCC3CCCO3)CC2=O)cc1 (configuration not stated),-4,i,i,i,0,i,-3,-3,i,i,i
CC(=O)Nc1c([N+](=O)[O-])cc(C)c(Cl)c1[N+](=O)[O-],-14,i,i,i,1,i,-2,3,i,i,i
COCCCn1c(C(C)C)nc2oc3cc(OC)ccc3c(=O)c2c1=O,-4,i,i,i,-14,i,4,5,i,i,i
CC(C)Oc1ccc(N2CC(C(=O)Nc3ccc(N4CCOCC4)cc3)CC2=O)cc1 (configuration not stated),-3,i,i,i,-1,i,2,-3,i,i,i
CCCc1cc(=O)oc2cc(C)cc(OCC(=O)N[C@@H](CSCc3ccccc3)C(=O)O)c12,-5,i,i,i,-2,i,3,2,i,i,i
Cc1ccnc(NC(=O)CNC(=O)COc2ccccc2)c1,-12,i,i,i,-4,i,6,2,i,i,i
CC(=O)Nc1c(C)cc(OCC(=O)O)cc1C,-13,i,i,i,2,i,-2,-8,i,i,i
CCC1CCCCN1CCCNC(=O)C(C)n1nc(C)c2sc3ccccc3c2c1=O (configuration not stated),-8,i,i,i,-1,i,1,-3,i,i,.
CCCN1CCN(CCCNC(=O)c2ccc(NC(=O)C3=C(C)OCCS3)cc2)CC1,-6,i,i,i,-2,i,-1,.,i,i,i
CCn1c2ccccc2c2nnc(SCC(N)=O)nc21,3,i,i,i,-15,i,31,11,i,i,i
CC(=O)c1ccc(NCCC(=O)c2ccccc2)cc1,-11,i,i,i,3,i,-9,-4,i,i,i
COc1cccc(C(c2nnnn2C(C)(C)C)N2CCN(C3CCCCC3)CC2)c1OC (configuration not stated),-3,i,i,i,3,i,.,-9,i,i,i

# Remaining list, next part.
mol,hERG protect,KCNQ1 act,KCNQ1 block,KCNK3 inh,GSK3B inh,KCNK9 block,GSK3 alpha inh,DYRK1A inh,RGS4 block,RGS4 act,PolyA inh
COc1cc(C(=O)N2CCN(C(=O)c3cc(-c4ccccc4)n[nH]3)CC2)cc(OC)c1OC,-11,i,i,i,2,i,-1,6,i,i,i
CCOc1ccccc1OCC(=O)Nc1cc(S(=O)(=O)N2CCCCC2)ccc1N1CCN(CC)CC1,-16,i,i,i,-3,i,1,5,i,i,i
CC1Cc2ccccc2N1C(=O)CSc1nnc(NC(=O)Cc2cccs2)s1 (configuration not stated),-10,i,i,.,1,i,-1,.,i,i,i
Nc1ccc(-c2nnn(CC(=O)N3CCCCC3)n2)cc1,-10,i,i,i,1,i,0,-8,i,i,i
COc1cccc(C(=O)N[C@@H](C)C(=O)N2CCC3(CC2)NCCc2[nH]cnc23)c1,-5,i,i,i,-3,i,-2,5,i,i,i
Cc1cc(NC(=O)COC(=O)c2cc([N+](=O)[O-])ccc2N2CCOCC2)ccc1Br,-13,i,i,i,0,i,3,9,i,i,i
O=C(NC1CCCC1)c1ccc2nc[nH]c2c1,-7,i,i,i,2,i,-1,-8,i,i,i
CC(NC(=O)C(c1ccccc1)c1ccccc1)C(=O)O (configuration not stated),-2,i,i,i,2,i,-3,-9,i,i,i
CN(C(=O)C1CCN(S(=O)(=O)c2ccccc2)CC1)c1c(N)n(Cc2ccccc2)c(=O)[nH]c1=O,-5,i,i,i,-1,i,0,-4,i,i,i
CCOc1cc(S(=O)(=O)Nc2ncn[nH]2)ccc1Br,-12,i,i,i,0,i,0,-7,i,i,i
CC(=O)Nc1ccc(Oc2sc(C(=O)c3ccccc3)c(N)c2C#N)cc1,-13,i,i,i,-2,i,-2,-5,i,i,i
O=[N+]([O-])c1sccc1CS(=O)(=O)c1ccccc1,-2,i,i,i,-5,i,5,-6,i,i,i
Cc1ccc(C(=O)N2CCN(c3ccccc3F)CC2)cc1S(=O)(=O)N1CCOCC1,-5,i,i,i,1,i,1,0,i,i,i
CCC(C(=O)NCc1ccc(F)cc1)N(CCc1ccccc1)C(=O)c1snc(C(N)=O)c1N (configuration not stated),-9,i,i,i,-2,i,-1,-3,i,i,i
Cc1c(C(C)NC(=O)Nc2ccc(F)cc2F)cnn1C (configuration not stated),-8,i,i,i,1,i,2,-5,i,i,i

# Continued:
mol,hERG protect,KCNQ1 act,KCNQ1 block,KCNK3 inh,GSK3B inh,KCNK9 block,GSK3 alpha inh,DYRK1A inh,RGS4 block,RGS4 act,PolyA inh
O=c1cc(Cn2ccnc2)c2cc(O)ccc2o1,-5,i,i,i,-8,i,-2,6,i,i,i
COCCNC(=O)Cn1nc(-c2ccc(C)cc2)ccc1=O,-9,i,i,i,3,i,0,-1,i,i,i
CCc1sc(NC(C)=O)nc1-c1ccccc1,0,i,i,i,-3,i,-3,-9,i,i,i
Cc1c(Cl)cccc1NC(=O)Nc1ccc(C(=O)N2CCCC2)cc1,-6,i,i,i,3,i,1,-1,i,i,i
CCCCn1nnc(NC(=O)c2ccc([N+](=O)[O-])cc2Cl)n1,-15,i,i,i,2,i,-1,-1,i,i,i
O=C(CSc1ccc([N+](=O)[O-])cn1)Nc1ccc2c(c1)OCCO2,-2,i,i,i,2,i,-4,0,i,i,i
COC(=O)c1ccc(S(=O)(=O)NCc2ccc(S(N)(=O)=O)cc2)o1,-10,i,i,i,0,i,3,4,i,i,i
O=C(OCc1ccccc1)/C(=C/c1ccc(Cl)cc1)NC(=O)c1ccccc1Cl,-4,i,i,i,-3,i,2,6,i,i,i
Cc1cc(=O)[nH]c(SCC(=O)Nc2nc(-c3ccccc3)c(-c3ccccc3)o2)n1,-3,i,i,i,-2,i,0,-1,i,i,i
c1ccc2c(c1)nnn1c3ccccc3nc21,-16,i,i,.,-5,i,3,.,i,i,i
Cc1oc(-c2ccc(Cl)cc2)nc1CS(=O)CC(=O)NCc1cccs1 (configuration not stated),-7,i,i,i,-4,i,-2,1,i,i,i
CCC1CCC(C(=O)NNC(=O)OC)CC1 (configuration not stated),-2,i,i,i,1,i,-1,-7,i,i,i
COCCNC(=O)CCCn1c(=O)c2cc(OC)c(OC)cc2n(CC(=O)NCCC2=CCCCC2)c1=O,-6,i,i,i,3,i,-2,0,i,i,i
C=CCn1c(O)c(CN2CCN(Cc3ccccc3)CC2)c(C)c(C#N)c1=O,-3,i,i,i,-5,i,4,-12,i,i,i
CCC(C)(C)NC(=O)CN(C(=O)CNS(=O)(=O)c1ccc(C)cc1)c1ccc2c(c1)OCCO2,-8,i,i,i,-1,i,7,0,i,i,i

# Later entries.
mol,hERG protect,KCNQ1 act,KCNQ1 block,KCNK3 inh,GSK3B inh,KCNK9 block,GSK3 alpha inh,DYRK1A inh,RGS4 block,RGS4 act,PolyA inh
O=C(NCCc1c[nH]c2ccccc12)C1Cc2ccccc2CN1C(=O)c1ccco1 (configuration not stated),-14,i,i,i,-3,i,0,-3,i,i,i
COC(=O)C1(C)CCc2cc(OC)ccc2C1=O (configuration not stated),-9,i,i,i,6,i,-1,1,i,i,i
O=C(NCCC(c1ccccc1)c1ccccc1)c1cnccn1,-10,i,i,i,3,i,0,0,i,i,i
O=C(NC(=O)c1ccccc1)Nc1ccc(-c2cnco2)cc1,-4,i,i,i,-1,i,-8,.,i,i,i
Cn1c(N2CCN(S(=O)(=O)c3ccc(Cl)cc3)CC2)nc2ccccc21,-1,i,i,i,-1,i,-2,.,i,i,i

# High-throughput results: PubChem, several laboratories

# A portion of the library, so the mix of outcomes need not match the whole.
